GPR35 arrestin U2OS: GPR35 antagonists blocking zaprinast-driven arrestin recruitment, primary screen, imaging, U2OS, beta-arrestin-GFP, zaprinast agonist (AID 2058); U2OS GPR35 beta-arrestin-GFP translocation imaging, zaprinast antagonism; higher % means a stronger effect; actives 0.052% (n = 290,000); G-protein coupled receptor 35 (Homo sapiens); inhibition, % at 10 µM, or IC50 in µM where a hit was titrated;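 active means inhibition of at least 50% with at least 30 cells and total cytoplasm GFP at most 10,000,000; inconclusive means under 30 cells or total GFP of 10,000,000 plus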
GPR55 activation: GPR55 agonists via beta-arrestin recruitment, primary screen, imaging, U2OS cells, beta-arrestin-GFP redistribution (AID 1961). G-protein coupled receptor 55 (Homo sapiens). U2OS GPR55 beta-arrestin-GFP redistribution imaging; higher % means a stronger effect. activation, % at 10 µM; hits with a dose series show EC50 in µM. actives 0.048% (n = 290,000);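 active means activation above 40% with more than 50 cells counted in the well; inconclusive means wells holding fewer than 50 cells, flagged as toxic or sparse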;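 further: U2OS osteosarcoma cells stably expressing GPR55 and beta-arrestin-GFP; plate controls were DMSO negative control for no effect and LPI positive control for full effect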
SV40 large T antigen: SV40 large T antigen inhibitors, biochemical (AID 1903); actives 0.39% (n = 310,000); SV40 large T antigen ATPase/helicase inhibition assay; higher % means a stronger effect; inhibition, % at 20 µM; hits with a dose series show IC50 in µM; in the data active means a potency from the dose series; inconclusive means inhibition mostly from about 32% at the one dose, without a potency; inactive means the rest, 99 in 100 with inhibition below about 32%; further: strong numbers were not always called active
Rac1 GTP hydrolysis: MgcRacGAP GTPase-activating activity inhibitors, confirmation, biochemical, ADP Hunter fluorescence. Rac GTPase-activating protein 1 (Homo sapiens). MgcRacGAP-stimulated Rac1 GTP hydrolysis, ADP Hunter fluorescence; higher % means a stronger effect; GST-tagged Rac1 F28L mutant substrate. inhibition, % at 30 µM, or IC50 in µM where a hit was titrated. actives 0.6% (n = 340,000);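 active means first-screen hits whose inhibition reached a set limit at any dose in the follow-up dose series; inconclusive means inhibition above the set first-screen limit but never retested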;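 further: fluorescence reports GDP produced by GAP-driven GTP hydrolysis; strong numbers were not always called active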
GPR55 LPI antagonism: GPR55 antagonists blocking LPI-driven arrestin recruitment, primary screen, imaging, U2OS, beta-arrestin-GFP, LPI agonist (AID 2013). G-protein coupled receptor 55 (Homo sapiens). U2OS GPR55 beta-arrestin-GFP translocation imaging, LPI antagonism; higher % means a stronger effect. inhibition, % at 10 µM; hits with a dose series show IC50 in µM. actives 0.13% (n = 290,000);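 active means spots per cell inhibited over 60%, with over 100 cells counted and total cytoplasm intensity under 500,000; inconclusive means wells with under 100 cells, flagged as likely toxic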;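 further: U2OS cells stably carrying GPR55 and arrestin-GFP stimulated by 5 µM LPI near EC80; imaged beta-arrestin-GFP aggregate spots per cell after agonist stimulation; plate controls were LPI-stimulated DMSO wells for no effect and DMSO wells without LPI for full effect; some results filed as inactive read as strong as hits; confirmed hits need IC50 under 10 µM and bright autofluorescent wells are also inconclusive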
T cell modulator: modulators of CD8 T cell-vesicle binding, primary screen, mouse 2C CD8+ T cells, flow cytometry; actives 0.068% (n = 330,000); 2C CD8+ T cell-vesicle binding; hits give low values; calls only at 7 µM; AID 2052, 2009;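 active means response, share of CD8 T cells binding vesicles, and their 90th percentile fluorescence all below set limits, cut at about 80% in these data, passing the limit was not always enough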
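Assay system: 2C TCR transgenic mouse naive CD8+ T cells, MACS-purified | Read-out: CD8+ gate FL2 mean fluorescence as % of same-row positive control | Signal: High-throughput flow cytometry with anti-B7-1 and anti-CD8 staining | Timing: Binding step 1.5 h, 37 °C, antibody labelling 20 min, ice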
NTR1 ag: agonists of NTR1, primary screen, imaging, U2OS cells, beta-arrestin-GFP, high content (AID 493036); Neurotensin receptor type 1 (Homo sapiens), P30989; NTR1-U2OS beta-arrestin-GFP spot imaging, agonist mode; activation, % at 20 µM; actives 0.17% (n = 330,000);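 active means activation at or above 40% of the spot to cytoplasm intensity ratio, with at least 20 cells analyzed; inconclusive means wells under 20 cells, flagged as cytotoxic or low count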;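 further: 0% = DMSO without peptide and 100% = 100 nM NTR1 peptide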
Target sequence (P30989 whole entry, looked up): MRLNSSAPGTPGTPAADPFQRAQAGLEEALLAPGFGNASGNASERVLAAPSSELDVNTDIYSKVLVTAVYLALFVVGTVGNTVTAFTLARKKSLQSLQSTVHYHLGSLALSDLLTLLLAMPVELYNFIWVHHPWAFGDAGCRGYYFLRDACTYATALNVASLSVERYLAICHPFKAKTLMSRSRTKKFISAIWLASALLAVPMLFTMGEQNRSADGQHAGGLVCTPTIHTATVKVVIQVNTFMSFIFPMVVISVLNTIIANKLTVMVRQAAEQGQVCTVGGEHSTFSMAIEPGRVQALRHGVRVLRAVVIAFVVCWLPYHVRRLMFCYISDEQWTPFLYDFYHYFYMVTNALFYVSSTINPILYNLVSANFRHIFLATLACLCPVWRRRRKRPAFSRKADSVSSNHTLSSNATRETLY
Hep lipid drop: inhibitors of hepatocyte lipid droplet formation, primary screen, imaging, high-throughput imaging, BODIPY stain. AID 1656, 2009. actives 0.4% (n = 240,000). inhibition, % at 6.5 µM. AML12 mouse hepatocytes, oleate lipid droplets;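 active means lipid droplet intensity inhibited by at least 50%, with more than 500 cells counted; inconclusive means wells with under 300 cells, treated as cytotoxic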
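material = mouse AML12 hepatocyte cell line, fixed after treatment | also added = 100 µM oleic acid challenge | doses = compound at 6.5 µM only | schedule = overnight exposure | technique = Image-based BODIPY and DAPI two-channel analysis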
LYP phosphatase: inhibitors of LYP phosphatase, biochemical, fluorescence intensity, uHTS (AID 1779) | Tyrosine-protein phosphatase non-receptor type 22 (Homo sapiens) | recombinant LYP phosphatase, fluorescence intensity; higher % means a stronger effect | inhibition, % at 11.5 µM; hits with a dose series show IC50 in µM | actives 0.054% (n = 290,000); in the data active means inhibition above about 50%;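 further: plate controls were vehicle with enzyme for no effect and no enzyme for full effect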
Hep lipid drop cells 6.5 µM: also measured in Hep lipid drop; calls as there; cell count; measured here: cell count, cytotoxicity flag;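 cells counted across two imaged fields per well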
T cell modulator vesicle-bound %: recorded beside T cell modulator, whose call it bears; double positive events, %; measured here: CD8+ vesicle-bound cell fraction;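 binding gate set so that unloaded-vesicle control wells show 10% double positive cells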
NTR1 ag cell count 20 µM: recorded beside NTR1 ag, whose call it bears; cell count; measured here: cell count, cytotoxicity flag
Starred values were filed as active, the others as inactive; i = inactive; ? = inconclusive; / = no result given.

SMILES	GPR35 arrestin U2OS	GPR55 activation	SV40 large T antigen	Rac1 GTP hydrolysis	GPR55 LPI antagonism	T cell modulator	T cell modulator vesicle-bound %	NTR1 ag	NTR1 ag cell count 20 µM	Hep lipid drop	Hep lipid drop cells 6.5 µM	LYP phosphatase
Cc1sc2nc(CN3CCCCC3)nc(N3CCN(C(=O)c4ccco4)CC3)c2c1C	14%	0.0%	3%	5%	9%	i	9	-0.2	31	2	654	-2%
COc1ccc(Nc2nc(NCC3CCCO3)c3ccccc3n2)c(OC)c1 (stereo not given)	-6%	-0.1%	10%	8%	20%	i	30	2.6	41	-55	557	-5%
CCOC(=O)c1c(C)n(C)c2ccc(OC(C)=O)cc12	-11%	-0.1%	20%	13%	0%	i	49	-0.9	67	-4	755	-4%
CCC(=O)N(Cc1cc(=O)[nH]c2ccccc12)c1ccc(C)cc1	-5%	0.2%	11%	22%	-3%	i	56	0.7	65	-11	689	-4%
CC(=O)Nc1ccc2c(c1)OCO2	-4%	-0.2%	14%	10%	12%	i	60	-1.2	108	0	718	4%
CCCCNC(=O)CCn1c(=O)c2ccccc2n(CC(=O)Nc2ccccc2OCC)c1=O	3%	-0.2%	3%	14%	3%	i	33	-1.2	52	-4	708	-4%
CC1CN(C(=O)CCC(=O)NCc2cccnc2)c2ccccc2O1 (stereo not given)	-5%	-0.1%	5%	4%	0%	i	11	1.7	72	-12	712	-9%
COc1ccc(CCNC(=O)CNS(=O)(=O)c2ccc(Br)cc2)cc1	/	/	4%	9%	/	i	20	1.4	60	/	/	/
CCOC(=O)c1sc2nc3c(SCCC#N)cc(C(=O)c4cc(F)ccc4O)cn3c(=O)c2c1C	-11%	0.6%	17%	7%	0%	i	49	1.2	41	40	601	1%
O=C(O)c1cc(Cl)c(Cl)cc1C(=O)N(Cc1ccccc1)Cc1ccccc1	14%	0.2%	12%	9%	7%	i	55	2.4	55	4	810	-8%
COc1cc(OCc2ccccc2)c(C(=O)/C=C/c2ccc3c(c2)OCO3)c(OC)c1OC	/	/	16%	-11%	/	i	21	1.8	40	/	/	/
Cn1c(=O)c2c(ncn2CC(=O)N/N=C/C(Cl)=C/c2ccccc2)n(C)c1=O	13%	-0.1%	6%	4%	-2%	i	20	0.8	50	-6	609	-1%
COc1ccc(/C=N/Nc2nc(C)nc(N)n2)cc1	4%	-0.1%	7%	/	1%	i	32	-0.7	112	-11	425	-2%
COc1ccc(S(=O)(=O)N2CCCC2)cc1NC(=O)c1ccccc1	5%	-0.1%	6%	7%	1%	i	41	-0.6	64	-2	739	-10%
COc1cc(/C=C2\SC(=O)N(c3ccccc3Cl)C2=O)cc([N+](=O)[O-])c1O	-4%	-0.2%	?	8%	3%	/	/	/	/	12	665	12%
Cc1cc(NC(=O)Nc2c[nH]c(=O)[nH]c2=O)ccc1Br	-8%	0.6%	7%	5%	-6%	i	23	-1.1	98	-15	800	-6%
COc1cc(Cl)ccc1OCc1cc(C(=O)N2CCN(C)CC2)no1	8%	-0.1%	-2%	5%	6%	i	24	-0.4	57	2	652	-6%
O=C(Nc1ccc(O)cc1)c1ccc(NC(=O)c2ccco2)cc1	-14%	-0.2%	35%	-1%	-6%	i	52	1.2	50	-13	790	4%
Cc1oc(-c2cccs2)nc1CN1CCC(C(=O)N2CCCC2)CC1	8%	-0.1%	6%	6%	2%	i	17	1.4	37	-10	694	-10%
CCN1CCN(CC(O)COc2cccc(OC)c2)CC1 (stereo not given)	3%	-0.2%	1%	9%	15%	i	49	-0.5	50	/	/	-6%
O=C(CSc1ccc2nnc(-c3cccs3)n2n1)N1CCCC1	2%	0.4%	0%	10%	0%	i	58	1.2	53	-15	660	-3%
Cc1noc(C)c1COc1ccccc1C(=O)NC1CCC(C)CC1 (stereo not given)	23%	-0.1%	6%	-5%	18%	i	9	0.8	60	15	930	-1%
CCCCc1ccc(NC(=O)C(C)CC)cc1 (stereo not given)	2%	-0.1%	17%	1%	-2%	i	44	-0.2	52	7	684	1%
CCOc1ccc(S(=O)(=O)Nc2ccc(O)c(Sc3ncn[nH]3)c2)cc1	-9%	-0.1%	6%	16%	10%	i	28	2.9	64	-4	761	-7%
CCCCOc1ccc(C(=O)N2CCC(C)CC2)cc1	2%	-0.1%	6%	17%	21%	i	34	0.6	43	-2	750	-4%
SMILES	GPR35 arrestin U2OS	GPR55 activation	SV40 large T antigen	Rac1 GTP hydrolysis	GPR55 LPI antagonism	T cell modulator	T cell modulator vesicle-bound %	NTR1 ag	NTR1 ag cell count 20 µM	Hep lipid drop	Hep lipid drop cells 6.5 µM	LYP phosphatase
CC1(C)CC(=O)C(=Cc2cn(CCC#N)nc2-c2ccc(F)cc2)C(=O)C1	-17%	-0.4%	2%	20%	13%	i	56	2.8	98	4	578	-4%
O=C(CCNS(=O)(=O)c1ccccc1)N1CCCC1	15%	0.3%	4%	4%	-1%	i	50	-0.3	66	-6	681	-9%
O=S1(=O)N=C(N(CCO)/N=C/c2ccc(Br)cc2)c2ccccc21	1%	-0.1%	6%	/	29%	i	55	-0.1	99	39	593	-9%
O=C(NCc1cn2ccsc2n1)c1cccs1	4%	-0.1%	7%	1%	0%	i	20	-1.7	63	/	/	-6%
CC(=O)NNC(=S)Nc1cccc(F)c1	-3%	-0.1%	9%	/	8%	i	30	1.7	56	2	783	-4%
FC(F)(F)c1ccc2c(c1)N1CCCC1CN2 (stereo not given)	4%	1.5%	5%	15%	6%	i	56	2.1	61	13	767	-10%
CN(C)S(=O)(=O)c1cccc(NC(=O)CC23CC4CC(CC(C4)C2)C3)c1	12%	-0.1%	14%	5%	44%	i	10	-0.8	63	84*	830*	-10%
COc1cccc(CN2CCN(Cc3cccc4nonc34)CC2CCO)c1 (stereo not given)	8%	0.0%	5%	2%	16%	i	35	-0.1	84	14	718	-8%
CCc1cccc(C)c1NC(=O)CN1C(=O)NC(Cc2ccccc2)C1=O (stereo not given)	-8%	0.2%	5%	3%	-6%	i	23	-0.5	37	-3	704	-4%
COc1ccc(C(c2c(NC(C)=O)sc3c2CCCC3)N2CCN(CCO)CC2)cc1OC (stereo not given)	9%	-0.4%	5%	4%	6%	i	20	0.3	63	-3	674	-8%
O=C(O)c1ccc(S(=O)(=O)Nc2ccc3c(c2)OCCO3)cc1	4%	0.0%	2%	7%	-1%	i	48	2.3	58	-5	863	-4%
Cc1ccc(NC(=O)CC2(CC(=O)O)CCCC2)c(C)c1	11%	0.4%	7%	7%	4%	i	32	1.4	101	-1	422	-7%
COCCn1cnc2c1c(=O)n(CC#N)c(=O)n2Cc1ccccc1	-26%	-0.1%	5%	-3%	6%	i	22	-0.1	51	1	838	-1%
COCCn1c(=O)[nH]c2cc(C(=O)Nc3cccc(F)c3)ccc2c1=O	-16%	0.2%	18%	9%	-1%	i	44	4.5	46	11	680	4%
Cc1ccc(Nc2nc(-c3sc(NC(=O)c4cccc(Cl)c4)nc3C)cs2)cc1	-11%	0.0%	16%	/	9%	i	35	0.3	92	/	/	4%
COc1cc(N)c(Cl)cc1Cl	12%	0.0%	22%	/	-4%	i	45	1.2	18	-22	686	4%
CCOC(=O)CN(C(=O)COc1nc(-c2ccccc2)cc(C)c1C#N)c1ccc(F)cc1	-1%	-0.2%	2%	7%	-5%	i	17	1.9	58	-3	730	2%
CCCOc1ccc(C(=O)NCC(c2cccs2)N(C)C)cc1OC (stereo not given)	2%	1.3%	16%	-2%	-4%	i	46	-0.3	53	-22	637	-2%
COc1ccccc1OCC(=O)Nc1cccc(-c2nnc(-c3ccco3)o2)c1	-17%	0.1%	26%	9%	10%	i	52	2.0	38	5	690	7%
CCC(C(=O)NCCC(C)C)n1ccc2cc(S(=O)(=O)N3CCCCC3)ccc21 (stereo not given)	7%	0.1%	4%	8%	-14%	i	5	0.7	56	-16	615	-10%
Cc1ccsc1/C=N\NC(=O)CCc1c(C)n[nH]c1C	-27%	-0.1%	3%	-4%	-6%	i	39	0.8	72	1	700	-3%
O=C(NC1CCC(O)CC1)c1ccc(-c2ccc([N+](=O)[O-])cc2)o1 (stereo not given)	-2%	0.0%	26%	10%	-6%	i	24	-1.4	53	-9	668	-3%
O=C(Nc1cccc(F)c1)c1cccc(S(=O)(=O)N2CCOCC2)c1	-6%	0.9%	1%	-2%	-4%	i	20	0.9	65	0	747	4%
CCOc1ccc(C(CC(=O)O)NC(=O)c2cccs2)cc1OC (stereo not given)	10%	-0.1%	23%	-1%	8%	i	52	4.9	45	6	688	-2%
COc1ccc(CCNC2=CC(=O)CC(C)(C)C2)cc1	7%	-0.1%	18%	6%	4%	i	52	0.4	26	3	746	2%
COc1ccc(C2=NCCn3nc4cc(OC)ccc4c32)cc1	/	/	2%	9%	/	i	42	-6.5	98	/	/	/
CCc1nnc(NC(=O)C2CCCN2C(=O)Nc2ccc(C)cc2)s1 (stereo not given)	-5%	0.5%	6%	6%	2%	i	50	1.4	50	-14	803	-7%
Cc1cc(C)nc(NC(=S)NC(=O)c2ccccc2)n1	-4%	-0.3%	14%	13%	-6%	i	53	0.0	64	10	817	-5%
CCC1=NN2C(=N)/C(=C\c3ccc(OCCOc4ccccc4)c(OC)c3)C(=O)N=C2S1	-2%	-0.1%	10%	/	-11%	i	30	-0.9	54	-5	780	-7%
O=C1c2ccccc2C(=O)N1OS(=O)(=O)c1ccc(F)cc1	11%	-0.2%	28%	20%	-7%	i	30	/	/	0	771	-12%

Assay outcomes: PubChem BioAssay, several laboratories
